Bioassay records: PubChem BioAssay, National Center for Advancing Translational Sciences (NCATS)
RGS4 inhibitor – human RGS4 inhibition. Transcreener GDP fluorescence polarization, RGS4-accelerated GTP hydrolysis. Potency, µM (doses to about 114 µM), inactives show at the top dose activity change, negative = inhibition, actives largely listed as inhibitors. hit rate 0.039% among 390,000. AID 504845; note: potency is the fitted concentration of half-maximal effect; % is set by controls: 0 for no effect and ±100 for the full control effect; nearly all actives have a fitted effect of over 75% in size; some results filed as inactive show a strong effect at the top dose
Target sequence (P49798 whole entry, looked up): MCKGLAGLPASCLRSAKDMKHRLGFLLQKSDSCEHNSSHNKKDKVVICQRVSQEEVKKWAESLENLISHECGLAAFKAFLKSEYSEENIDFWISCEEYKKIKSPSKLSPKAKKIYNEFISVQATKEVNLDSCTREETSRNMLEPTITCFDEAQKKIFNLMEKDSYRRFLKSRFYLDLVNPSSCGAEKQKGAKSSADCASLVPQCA
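MLSMR compounds (23 nl, pin-transferred) preincubated 10 min at room temperature with a 500nM (2x) first reagent, then RGS4 at 900nM (2x) plus Transcreener GDP mix added; fluorescence polarization (620/688 nm) read before and after 90 min at 30 °C.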
Anesthetic bind – binds horse apoferritin like a general anesthetic. P02791. apoferritin/1-aminoanthracene competitive binding, fluorescence. Potency, µM (doses to about 77.5 µM), for the others: top-dose activity change, negative = displacement, usual class: inhibitors. hit rate 0.074% among 350,000. AID 485281; note: potency is the fitted concentration of half-maximal effect; % is set by controls: 0 for no effect and ±100 for the full control effect; nearly all actives have a fitted effect of over 20% in size
Target sequence (P02791 2-175 limits assumed): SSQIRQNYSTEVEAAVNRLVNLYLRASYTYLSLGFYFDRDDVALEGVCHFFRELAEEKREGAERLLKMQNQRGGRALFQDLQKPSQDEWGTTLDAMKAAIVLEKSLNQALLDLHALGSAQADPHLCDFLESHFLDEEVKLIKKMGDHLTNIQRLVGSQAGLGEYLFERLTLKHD
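Concentration-response curves derived by four-parameter Hill fitting of normalized fluorescence, where compounds displaced 1-AMA from 10 uM horse apoferritin following a brief 10 min room-temperature incubation; propofol titration acted as positive control.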
APE1 inh – APE1 (human) endonuclease inhibition | P27695 | recombinant APE1, TAMRA/BHQ-2 abasic DNA cleavage fluorescence | Potency, µM (highest dose often 65.8 µM), for inactives: at the highest dose activity change, negative = inhibition, most hits filed as inhibitors | hit rate 0.35% among 350,000 | AID 2517;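 note: potency is the fitted concentration of half-maximal effect; plate controls were vehicle for no effect and reference inhibitor for full effect; nearly all actives have a fitted effect of over 55% in size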
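Enzyme (0.75 nM final) and test compound are incubated 15 min at room temperature before adding 50 nM quenched THF abasic-site duplex. Cleavage dequenches TAMRA, followed at 525/598 nm over three reads one minute apart.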
Pol eta inh – inhibitors of human DNA polymerase eta | recombinant Pol eta, fluorescent DNA replication assay | Potency, µM (doses to about 114 µM), inactives show at the top dose activity change, negative = inhibition, hits mostly inhibitors | hit rate 1.2% among 390,000; note: potency is the fitted concentration of half-maximal effect; % is set by controls: 0 for no effect and ±100 for the full control effect
Target sequence (Q9Y253 whole entry, looked up): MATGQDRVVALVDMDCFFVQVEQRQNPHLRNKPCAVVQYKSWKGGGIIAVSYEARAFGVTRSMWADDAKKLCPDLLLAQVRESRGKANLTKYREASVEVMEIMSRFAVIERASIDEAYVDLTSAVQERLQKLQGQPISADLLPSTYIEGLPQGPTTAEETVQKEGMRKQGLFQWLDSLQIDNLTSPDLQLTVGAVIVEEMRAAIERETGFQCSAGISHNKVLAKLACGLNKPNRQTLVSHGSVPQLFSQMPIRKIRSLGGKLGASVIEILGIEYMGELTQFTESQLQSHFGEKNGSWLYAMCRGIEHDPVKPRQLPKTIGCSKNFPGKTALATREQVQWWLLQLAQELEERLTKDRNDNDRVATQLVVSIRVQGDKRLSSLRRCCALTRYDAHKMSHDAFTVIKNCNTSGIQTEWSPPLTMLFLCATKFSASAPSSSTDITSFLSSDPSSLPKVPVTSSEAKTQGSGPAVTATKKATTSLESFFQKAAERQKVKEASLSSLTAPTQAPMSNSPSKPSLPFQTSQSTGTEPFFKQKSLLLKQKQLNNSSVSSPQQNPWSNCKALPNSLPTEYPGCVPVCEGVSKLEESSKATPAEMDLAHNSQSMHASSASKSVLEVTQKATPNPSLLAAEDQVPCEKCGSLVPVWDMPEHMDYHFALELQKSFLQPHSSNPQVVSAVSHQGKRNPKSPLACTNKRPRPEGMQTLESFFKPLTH
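Fluorescent replication assay: 50 nM final substrate added after a 15 min room-temperature compound preincubation with 10 nM enzyme. Signal taken at 0 min and again at 10 min.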
ALOX12 inh – ALOX12 (human) lipoxygenase inhibition; P18054; Potency, µM (series often up to 108 µM), inactives show at the top dose activity change, negative = inhibition, hits mostly inhibitors; hit rate 1.1% among 580,000; purified 12hLO, xylenol orange hydroperoxide absorbance; note: potency is the fitted concentration of half-maximal effect; % is set by controls: 0 for no effect and ±100 for the full control effect
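Hydroperoxide product was detected by ferrous iron/xylenol orange as the 573 to 405 nm absorbance ratio. Arachidonic acid at 40 uM (final) was turned over for 30 min at room temperature by 150 nM human 12hLO, pH 7.0 Hepes buffer, after 15 min compound preincubation.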
Pol beta inh – inhibitors of human DNA polymerase beta; Pol beta primer extension/strand displacement, fluorescence kinetic; Potency, µM (doses to about 114 µM), for the others: at the top dose activity change, negative = inhibition, hits mostly inhibitors; hit rate 1.3% among 340,000; note: potency is the fitted concentration of half-maximal effect; % is set by controls: 0 for no effect and ±100 for the full control effect
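Reaction started by 50 nM substrate onto compound-treated Pol beta (10 nM, 15 min preincubation, room temperature); plates read at 0 min and 10 min. Normalized concentration-effect data fitted by four-parameter Hill equation.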
LDHA inh – blocks human lactate dehydrogenase A; P00338; purified LDHA, NADH/diaphorase-resazurin fluorescence; active compounds read low; activity change, % (values are at about 110 or 230 µM); hit rate 0.15% among 480,000; AID 1347041; in the data active = activity change below about -30%; inconclusive = mostly about -25% to -30%;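 note: plate controls were DMSO wells for no effect and wells without enzyme for full effect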
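Human LDH5 at 2 nM final in Tris HCl pH 7.4 with 0.06 mM NADH and 0.2 mM pyruvate, reacted 5 minutes at room temperature. Remaining NADH coupled via diaphorase/resazurin; resorufin fluorescence read at 0 and 20 minutes, normalized to enzyme-free and DMSO wells.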
Pol kappa inh – blocks human DNA polymerase kappa activity; Q9UBT6; purified Pol kappa, fluorescent DNA synthesis assay, 10 min; Potency, µM (titrated, usually from 107 µM), inactives show at the top dose activity, negative = inhibition, hits mostly inhibitors; hit rate 0.53% among 400,000; AID 588579; note: potency is the fitted concentration of half-maximal effect; % is set by controls: 0 for no effect and ±100 for the full control effect
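Here, compound and 10 nM enzyme are combined for 15 min at room temperature; adding 50 nM substrate (final) starts DNA synthesis, tracked by fluorescence at 0 and 10 min against buffer-only wells.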
ERG Ets-DNA blk – ERG Ets/DNA interaction inhibition | fluorescence polarization, His-ERG Ets domain / labelled DNA | hit rate 0.028% among 370,000 | Potency, µM (top dose mostly 76.9 µM), for inactives: top-dose FP activity, negative = inhibition, usual class: inhibitors; active = well fitted inhibition curve with a large enough effect in the polarisation, with a control signal flat; inconclusive = small, poorly fitted or top-dose-only effect, or effect the other way, or a change in a side signal; inactive = no such curve, though single readings can be large or run the other way; the % refers to the polarisation;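 note: polarization taken with two DNA probes labelled with fluorescein and Texas red; potency is the fitted concentration of half-maximal effect; % of control where 0% means no effect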
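His-tagged ERG Ets domain (1 uM in the protein solution; 300mM KCl, 50mM Tris-HCl, 1mM EDTA, 1mM DTT, pH 7.5) received compound, then a probe mix of 5 nM fluorescein-DNA and 100nM Texas-615-DNA. Fluorescence polarization was read for both dyes.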
Numbers without * were called inactive; u = inconclusive; x = no result given; & = joins results of further samples; ! = not confirmed by another sample; [ ] = remark or other dose. Unless noted, calls come from the whole dose curve; as a rule, active = well fitted curve in the direction sought with a large enough effect; inconclusive = small, poorly fitted or top-dose-only effect, or another doubt; inactive = no such curve, though single readings can be large; an effect the other way counts as inactive or inconclusive. This is a subset; count on the stated rates, not on these rows.

| compound | RGS4 inhibitor | Anesthetic bind | APE1 inh | Pol eta inh | ALOX12 inh | Pol beta inh | LDHA inh | Pol kappa inh | ERG Ets-DNA blk |
| --- | --- | --- | --- | --- | --- | --- | --- | --- | --- |
| CO/N=C(\Cn1ncc(N2CCOCC2)c(Br)c1=O)c1ccc(Cl)cc1 | 6.5% | -21.4% | -2.8% | -3.3% | -4.0% | 8.8% | -4.9 | -11.5% | 8.7% |
| CC(=O)/C=C\c1cn(-c2ncc(C(F)(F)F)cc2Cl)c2ccccc12 | -6.3% | -13.2% | -9.3% | -21.1% | u | 4.3% | -2.7 | -13.1% | -5.4% |
| Cc1cc2c(c(=O)n1CC1CCCO1)C(c1ccco1)C(C#N)=C(N)O2 (centres undefined) | -0.6% | 274.1%[activator] | -2.9% | -13.8% | -24.1% | 2.5% | -13.7 | 0.2% | -7.6% |
| Cn1c2c(c(=O)n(C)c1=O)C(C(F)(F)F)(C(F)(F)F)N=C(c1ccc(Cl)cc1)N2 | 1.8% | -10.4% | -1.8% | -8.5% | x | 3.8% | -0.4 | -8.3% | -0.4% |
| CN(c1ccccc1)S(=O)(=O)c1ccc(NC(=O)C2CC2)cc1 | 18.7% | -8.5% | -0.5% | -7.9% | 0.0% | 13.9% | 2.2 | 6.5% | 7.2% |
| O=C(O)c1ccccc1NS(=O)(=O)c1cccc(-n2sc3ccccc3c2=O)c1 | -140.5% | 6.9% | -6.7% | 50.1µM* | 0.224µM* | u | -70.7* | -34.6% | -12.5% |
| CCOc1cccc2sc(N(CCCN(C)C)C(=O)Cc3ccccc3)nc12 | 2.1%[11.4 µM] | -11.2% | 4.4% | 22.0% | 3.7% | 0.7% | -2.9 | 11.4% | -12.6% |
| CCCOc1ccc(OCCOCCN2CCc3ccccc3C2)cc1 | -9.1% | u | 1.1% | -9.4% | u | 7.7% | -21.7 | -4.3% | -2.1% |
| C/C=C/C=C/C(=O)O | -11.6% | x | -3.0%&-0.5% | -17.6% | 9.5% | x | -9.0 | -20.5% | 11.5% |
| CCOc1ccccc1/C=N/NC(=O)CNC(=O)c1ccc(S(=O)(=O)N2CCOCC2)cc1 | -21.0% | -22.0% | -1.4% | 0.4% | 22.0% | 1.2% | -6.4 | -12.2% | 3.8% |
| CCCCOCCCNC(=O)C1CCCCC1 | -1.7% | -9.9% | 2.7% | -5.9% | 5.0% | 8.1% | -14.2 | -4.6% | x |
| COc1cc(/C=C2\SC(=N)N(c3ccc(F)cc3)C2=O)ccc1O | -22.4% | -12.6% | -8.6% | -20.2% | u | u | -1.0 | -7.9% | 38.3%[activator] |
| C=CCNc1nc(N)c([N+](=O)[O-])c(NCc2ccccc2)n1 | 12.6% | -7.3% | 31.8% | -2.6% | x | -1.8% | -7.1 | -11.2% | 5.9% |
| COc1ccc(OC)c(NC(=O)c2c(NCc3sccc3C)sc3c2CCCCC3)c1 | u | u | x | -12.5% | u | u | 4.7 | -6.6%[60.1 µM] | 1.6% |
| O=C(N/N=C/c1cc2c(cc1Cl)OCO2)c1cccc(Br)c1 | 30.3% | -4.8% | 4.1% | 3.5% | 16.2% | 1.8% | -17.2 | 2.6% | -0.8% |
| Cc1nc2scc(C)n2c(=O)c1S(=O)(=O)NC(C)c1ccccc1 (centres undefined) | -19.3%[56.9 µM] | -5.2% | 12.7% | -1.9% | 20.7% | 20.2% | -12.5 | -5.6% | -3.1% |
| CCOC(=O)Cc1nnn(CC(=O)OCC)n1 | 15.9% | -16.4% | -3.8% | -0.4% | 7.5% | 34.5% | -2.4 | -10.9% | 0.2% |
| C[N+]1(C2CCC3CCCC2C3O)CCCCC1 (centres undefined) | -13.8% | -3.9% | -1.3% | -10.9% | u | -1.6% | -18.8 | 1.9% | 1.7% |
| CC(C)NC(=O)C(C)Oc1ccc(S(=O)(=O)NCc2ccc3c(c2)OCO3)cc1 (centres undefined) | -1.3% | -7.9% | 12.0% | -16.6% | 7.5% | 33.0% | -5.1 | -16.2% | -17.3% |
| CCOc1ccc(/C=C2\SC(=S)N(N3C(=O)C4CC4C3=O)C2=O)cc1 (centres undefined) | -28.2% | -11.8% | -9.0% | -15.0% | -8.1% | 0.2% | -6.1 | -12.1% | -3.6% |
| COc1ccccc1N1CCN(C(=O)Nc2ccc(F)c(Cl)c2)CC1 | 18.1% | -3.4% | -7.7% | -15.1% | -1.1% | 18.9% | -6.8 | -11.5% | 0.6% |
| Cn1cc(CCC(=O)NCCCc2ccccc2)c2ccccc21 | -24.1%[56.9 µM] | 0.6% | -5.7% | -6.8% | 3.7% | 0.6% | -5.1 | 2.9% | -11.4% |
| O=C(CCC(=O)N/N=C/c1ccc(Br)o1)N/N=C/c1ccc(Br)o1 | -2.5% | -8.0% | u | -32.4% | 9.0% | u | -9.2 | -18.4% | 5.3% |
| COc1ccc(N(CC(=O)NCCSc2ccccc2)S(C)(=O)=O)cc1 | 7.6% | -10.1% | -7.0% | -5.8% | 0.2% | 0.7% | -5.0 | -2.9% | -9.6% |
| CCn1cc(CN2CCC(n3nccc3NC(=O)CCc3ccccc3)CC2)cn1 | -20.0% | -6.6% | 52.5%[activator] | -17.0% | 18.1% | -25.9% | -0.6 | -1.5% | 5.2% |
| N#C/C(C(=O)c1ccccc1)=C1/CCCCCN1 | 2.1% | -20.0% | 3.3% | 6.9% | -9.4% | 11.8% | -4.0 | -4.0% | -1.5% |
| CCOC(=O)c1ccc(NC=C2C(=O)OC3(CCCCC3)OC2=O)cc1 | -31.6% | -11.8% | -4.3% | -7.0% | 10.7% | 8.1% | 0.2 | 4.0% | -0.8% |
| Cc1cnc(C(=O)OC(C(=O)c2c[nH]c3ccccc23)c2ccccc2)cn1 (centres undefined) | 2.7% | x | -17.4% | -16.6% | u | x | -1.1 | -6.7% | -2.0% |
| Cc1ccc(-n2nc(-c3ccccc3)cc2Nc2ccccc2N)cc1 | u | 1.5% | 3.1% | -23.5% | -8.6% | 4.4% | -5.4 | -19.5% | x |
| CC1=NN(c2cccc(Cl)c2)C(=O)C1 | -16.9% | -12.9% | -1.5% | -16.0% | u | 0.5% | 3.1 | -20.4% | -12.7% |
| CC(=O)Oc1ccc(NC(=O)C2CCCCC2)c(C(=O)O)c1 | 0.6% | 1.8% | 11.9% | 8.2% | -1.8% | 21.7% | -8.9 | -4.3% | 0.1% |
| Cc1ccc(NC(=S)c2ccncc2)c(C)c1 | u | 5.9% | 0.4% | -13.5% | -2.2% | -3.5% | 0.2 | -4.1% | -6.2% |
| CCCOC(c1ccccc1)(c1ccccc1)C(Oc1nc(C)cc(C)n1)C(=O)O (centres undefined) | 8.1% | -8.2% | 30.3% | -8.3% | 0.0% | 3.4% | -5.3 | 10.2% | -7.5% |
| COC(=O)C(CCSC)NC(=O)c1c(C)oc2ncn(CC(C)C)c(=O)c12 (centres undefined) | -20.1% | -6.9% | x | -15.7% | -24.8% | 6.9% | -2.5 | -10.8% | -2.8% |
| C[c-]1[c-](C)[c-](C)[c-](C)[c-]1C.[Fe].c1cc2nccc(N3CCCC3)[c-]2c1 (centres undefined) | u | 5.8%&-16.6% | 2.82µM*! | 20µM*! | -20.7%&18.1% | 4.47µM*! | 27.3&7.6 | u | -16.5%&-13.1% |
| COC(C(=O)N/N=C(\C)c1ccc(O)cc1)c1ccccc1 (centres undefined) | 3.9% | -9.7% | -14.7% | -18.7% | 12.2% | 13.6% | -1.2 | 3.7% | -1.0% |
| COc1cc(/C=N/NC(=O)c2cccnc2)ccc1OC(=O)c1ccc([N+](=O)[O-])cc1 | -3.0% | -4.9% | -2.8% | u | 3.7% | u | 0.7 | -30.6% | 5.8% |
| Cc1cc(OCC(=O)NC2CCN(Cc3ccccc3)CC2)c2c(C)cc(=O)oc2c1 | 2.2%[11.4 µM] | -6.6% | 28.6% | -18.7% | -4.1% | 19.2% | -1.0 | -15.4% | 2.0% |
| NC(=O)c1ccc(NC(=O)CN2CCOCC2)cc1 | 34.9% | -2.2% | 6.2% | -3.2% | -4.1% | 3.0% | -15.5 | -4.1% | 2.0% |
| CCOC(=O)c1ccc(NC(=O)COC(=O)c2cn(CC)c3nc(C)ccc3c2=O)cc1 | -2.4% | -6.3% | x | -10.9% | u | 2.5% | 0.2 | -20.3% | -1.6% |
| O=C(Nc1ccc(F)cc1)N(Cc1cccs1)Cc1cc2cc3c(cc2[nH]c1=O)OCO3 | 13.6% | 6.1% | -11.7% | -6.5% | -8.0% | -18.2% | -4.8 | -13.2% | x |
| Cc1cc(C)c(C#N)c(Oc2ccc(F)cc2)n1 | 8.4% | -20.1% | 2.1% | -8.4% | 52.7% | 5.3% | -5.6 | -5.6% | 0.0% |
| CCOC(=O)c1ccc(-n2c(=O)[nH]c3ccccc3c2=O)cc1 | -2.4% | -7.6% | 0.7% | -12.9% | 99.2%[activator][57.4 µM] | 2.2% | -3.8 | -4.3% | 2.1% |
| CN(C)c1ccc(S(=O)(=O)NCC(=O)NCC2CCCCC2)cc1[N+](=O)[O-] | 24.4% | -10.7% | -10.9% | -15.1% | -3.8% | 11.9% | 0.2 | -10.1% | 7.8% |
| Cc1ccc(S(=O)(=O)N2CCN(C(=O)CSc3nnnn3C)CC2)c(C)c1 | -6.3% | -8.3% | -1.1% | -8.4% | 18.2% | 0.7% | -0.9 | 4.6% | -21.0% |
| Cc1cc(-c2nnc(SCC(=O)Nc3ccc(F)c(F)c3)n2N)n[nH]1 | -51.8% | -2.8% | 33.0% | -15.5% | 1.0% | -7.9% | -1.0 | 0.7% | 13.9% |
